# Screening results as filed in PubChem BioAssay.
# HGIII-sPLA2 inh – human group III sPLA2 inhibitors, primary screen, biochemical, QFRET, BODIPY PC-A2 liposome substrate; Group 3 secretory phospholipase A2 (Homo sapiens), Q9NZ20; QFRET BODIPY PC-A2 liposome hydrolysis, fluorescence; inhibition, % at 12.2 µM; hit rate 0.56% among 370,000;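 active = inhibition above mean plus 3 SD of compounds lying within the high and low control bounds, cut at about 19% in these data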;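 note: 0% = median of test compound wells and 100% = no enzyme DMSO wells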
# Target sequence (Q9NZ20 whole entry, looked up): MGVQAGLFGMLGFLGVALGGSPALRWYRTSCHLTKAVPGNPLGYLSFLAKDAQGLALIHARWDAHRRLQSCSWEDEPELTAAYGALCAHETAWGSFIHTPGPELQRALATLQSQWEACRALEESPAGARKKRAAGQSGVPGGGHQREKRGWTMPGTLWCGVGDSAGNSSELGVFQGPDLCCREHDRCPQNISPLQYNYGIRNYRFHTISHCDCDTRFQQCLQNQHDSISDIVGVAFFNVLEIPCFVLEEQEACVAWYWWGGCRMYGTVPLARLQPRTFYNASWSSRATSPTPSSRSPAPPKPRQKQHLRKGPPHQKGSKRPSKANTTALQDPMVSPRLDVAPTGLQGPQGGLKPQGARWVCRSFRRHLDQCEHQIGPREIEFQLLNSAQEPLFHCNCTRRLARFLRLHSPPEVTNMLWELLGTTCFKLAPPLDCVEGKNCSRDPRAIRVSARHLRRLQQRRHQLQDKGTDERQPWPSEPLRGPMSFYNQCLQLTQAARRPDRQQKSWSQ
# DAX1 inh-1 – DAX1 (NR0B1) inhibitors, primary screen, cell-based, HEK293, Gal4-DAX1, luciferase luminescence. Nuclear receptor subfamily 0 group B member 1 (Homo sapiens), P51843. AID 504766, 2011. hit rate 0.99% among 340,000. inhibition, % at 6.75 µM. HEK293 Gal4-DAX1 luciferase reporter;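 active = inhibition above the mean over all tested compounds plus 3 SD, cut at about 4.2% in these data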;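 note: 0% = DAX1-transfected cells with DMSO and 100% = empty-vector control cells with DMSO; inhibition shows as a rise in luminescence from relieved DAX1 repression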
# GC-A act – GC-A stimulated cGMP production enhancers – HEK293 GC-A cells, cGMP TR-FRET, EC30 ANP, primary screen; Atrial natriuretic peptide receptor 1 (Homo sapiens), P16066; activation, % at 10 µM; hit rate 0.14% among 370,000; 0% at EC30 ANP, 100% saturating ANP; AID 1671463, 2021; in the data active = activation above about 40%
# GC-B act – human GC-B receptor activators, primary screen, HEK293 GC-B cells, cGMP TR-FRET, EC30 CNP; AID 1920062, 2024; 0% at EC30 CNP, 100% saturating CNP; hit rate 0.11% among 370,000; Atrial natriuretic peptide receptor 2 (Homo sapiens), P20594; activation, % at 10 µM;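 active = activation at 10 µM reaching about 35% in either raw or pattern-adjusted values, limit read from the data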
# hgDAF12 agonist – H. glycines DAF-12 receptor agonists, primary screen, cell-based, luminescence, HEK293, GAL4 fusion, UAS-luciferase. hit rate 1.8% among 370,000. HEK293 GAL4-hgDAF12 UAS-luciferase reporter, agonist luminescence; normalized to butyrate control. activation, % at 6.8 µM. Nuclear hormone receptor DAF-12 (Heterodera glycines), GAL4 fusion;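 active = activation above a cutoff set at the mean of all screened compounds plus 3 SD, cut at about 10% in these data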;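 note: 0% = DMSO wells and 100% = sodium butyrate wells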
# ssDAF-12 act – S. stercoralis DAF-12 nuclear receptor activators, primary screen, cell-based, luminescence, HEK293, GRIP1 co-expression, lit1-tk-luc | Nuclear hormone receptor DAF-12 (Strongyloides stercoralis) | HEK293 ssDAF-12/GRIP1 lit1-tk-luc reporter; % of 3 µM dafachronic acid response | activation, % at 6.8 µM | hit rate 1% among 370,000 | AID 652126, 2013;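 active = activation above the mean over all tested compounds plus 3 SD, cut at about 0.9% in these data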;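 note: 0% = DMSO-only wells and 100% = 3 µM delta7-dafachronic acid wells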
# hcDAF-12 act – H. contortus DAF-12 nuclear receptor activators, primary screen, cell-based, luminescence, HEK293, lit1-tk-luc reporter; HEK293 hcDAF-12 lit1-tk-luc reporter; 0% DMSO, 100% Δ7-dafachronic acid; activation, % at 6.8 µM; hit rate 1.4% among 370,000;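 active = activation above the mean of all tested compounds plus 3 SD, cut at about 5.5% in these data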;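 note: 100% = response to 3 µM Δ7-dafachronic acid high control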
# SMARCA2 act – SMARCA2 (BRM) function activators, primary screen, cell-based, luminescence, high throughput; AID 652017, 2013; MG213 cells, MMTV-luciferase reporter, dexamethasone, overnight; hit rate 1% among 370,000; activation, % at 9.1 µM; in the data active = activation above about 7.8%;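 note: 0% = vehicle wells and 100% = reference activator wells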
# ADAM10 inh – human ADAM10 inhibitors, primary screen, biochemical, QFRET, HTS | AID 720582, 2013 | hit rate 0.62% among 370,000 | recombinant ADAM10, EDANS/DABCYL FRET peptide cleavage, 3 h | Disintegrin and metalloproteinase domain-containing protein 10 (Homo sapiens), O14672 | inhibition, % at 7 µM;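 active = inhibition above a per-campaign cutoff equal to the mean of compounds falling between control-based bounds plus 3 SD, cut at about 20% in these data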;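 note: 0% = DMSO wells while the 100% control is not disclosed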
# Target sequence (O14672 214-748 limits assumed): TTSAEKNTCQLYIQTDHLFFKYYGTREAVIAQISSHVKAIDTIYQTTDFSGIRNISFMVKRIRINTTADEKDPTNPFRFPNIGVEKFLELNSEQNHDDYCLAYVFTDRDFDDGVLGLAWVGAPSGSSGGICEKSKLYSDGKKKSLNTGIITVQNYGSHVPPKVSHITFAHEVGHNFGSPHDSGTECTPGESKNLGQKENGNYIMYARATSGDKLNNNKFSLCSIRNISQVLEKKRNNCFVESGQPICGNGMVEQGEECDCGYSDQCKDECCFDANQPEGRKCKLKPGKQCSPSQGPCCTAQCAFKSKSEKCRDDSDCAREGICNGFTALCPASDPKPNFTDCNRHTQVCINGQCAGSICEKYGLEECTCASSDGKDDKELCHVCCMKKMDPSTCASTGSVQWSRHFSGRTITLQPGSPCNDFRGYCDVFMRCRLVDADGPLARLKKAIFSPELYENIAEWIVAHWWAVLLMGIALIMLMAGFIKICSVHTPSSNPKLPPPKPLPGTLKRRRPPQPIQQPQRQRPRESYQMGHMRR
# FXN GAA850 act – FXN promoter activators, primary screen, cell-based, luciferase luminescence, HEK293 lucGAA850; HEK293 lucGAA850 FXN promoter luciferase reporter, 24 h; percent of 10 µM SAHA response; activation, % at 6 µM; hit rate 0.56% among 360,000; AID 540364, 2011;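 active = activation above the average of all compounds screened plus 3 SD, cutoff fixed separately per campaign, cut at about 7.5% in these data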;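 note: 0% = DMSO wells and 100% = 10 µM SAHA wells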
# DAX1 inh-2 – DAX1 (NR0B1) inhibitors on StAR promoter, primary screen, cell-based, luminescence, SF-1 (NR5A1), full-length DAX-1 | HEK293T StAR-luciferase reporter, SF-1/DAX-1 repression relief | hit rate 1.1% among 370,000 | AID 652010, 2013 | inhibition, % at 6.8 µM;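 active = inhibition above the mean over all tested compounds plus 3 SD, cut at about 3.6% in these data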;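 note: 0% = DAX-1 cells with DMSO and 100% = cells lacking DAX-1 with DMSO; higher inhibition means more luminescence from relief of DAX-1 repression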
# Active calls of the source: *; / = no result given.
SMILES,HGIII-sPLA2 inh,DAX1 inh-1,GC-A act,GC-B act,hgDAF12 agonist,ssDAF-12 act,hcDAF-12 act,SMARCA2 act,ADAM10 inh,FXN GAA850 act,DAX1 inh-2
COc1ccc(Cc2nc3ccc(C(=O)N4CCN(C)C(C)C4)cc3o2)cc1OC (stereo unspecified),-8,-1.6,0,3,-2.6,-2.5,-3.5,-1,-9,-3.4,-6.9
CCC(C)(C)n1nnnc1C(c1cc2ccc(OC)cc2[nH]c1=O)N1CCCCC1 (stereo unspecified),-15,0.2,5,4,4.0,-1.2,-0.1,-1,-91,-1.0,-0.3
O=C(O)c1cc(-c2ccc3c(c2)OCCO3)n[nH]1,5,0.0,2,0,4.5,-0.8,-1.3,3,7,3.2,1.1
CC1(C)NC(=O)N(CC(O)CN2C(=O)NC(C)(C)C2=O)C1=O,-2,0.1,-2,2,-0.6,-1.7,-0.1,-2,3,-2.4,0.0
CC(C)(C)c1ccc(S(=O)(=O)NC(=O)C2(C)CCN2C(=O)Cc2cccc3ccccc23)cc1 (stereo unspecified),-36,/,0,3,-0.9,-1.5,0.1,4,-3,0.7,0.0
O=[N+]([O-])c1cc(C(F)(F)F)ccc1NCCOc1ccccc1,14,0.2,6,-1,5.0,-0.9,-1.0,1,-1,5.2,1.0
Cc1ccc(-c2nnc(NC3CCCC3)s2)cc1,0,3.6,0,3,15*,0.0,9.2*,4,-36,4.7,2.2
Cc1ccc(S(=O)(=O)CC(=O)NCc2ccc(Cl)cc2)cc1,2,1.8,0,1,0.8,-1.2,-0.5,0,-7,0.2,1.2
CCC(C)Sc1nc2c(c(=O)[nH]c(=O)n2C)n1CC(O)COc1ccccc1C (stereo unspecified),-21,-0.5,-6,-6,-2.4,-1.2,-3.5,-3,5,-5.8,-0.9
Cc1ccc(/C=N/NC(=O)NN(C)c2ncc(C(F)(F)F)cc2Cl)cc1,7,0.1,0,-6,1.8,-1.6,-1.0,-5,-4,0.4,0.3
O=C1c2oc3ccc(Cl)cc3c(=O)c2C(c2cccc(Br)c2)N1CCO (stereo unspecified),-27,1.1,-21,-14,-2.1,-1.7,-3.1,-1,7,-3.0,-0.9
Cc1cc(C)nc(N2CCN(c3ccc(F)cc3)CC2)n1,10,-0.5,4,4,-3.2,-0.8,-1.1,0,-6,-0.9,0.4
CCOC(=O)C1=C(C)N(C)C(=S)N(C)C1c1ccc(OC)cc1 (stereo unspecified),-1,0.3,-1,3,-1.4,-1.6,0.0,0,7,0.9,1.8
O=C(NNC(=O)C1CCC1)c1ccc(Cl)cc1,0,-1.2,2,-8,1.0,-0.7,0.6,-1,-7,1.1,0.5
COc1ccccc1CNC(=O)CC1Sc2ccccc2NC1=O (stereo unspecified),-2,-0.9,-1,-2,-0.9,-1.4,-2.0,-3,0,1.7,-1.7
CC(=O)Nc1ccc(S(=O)(=O)N(CCCN2CCOCC2)Cc2cccs2)cc1,-6,1.9,-1,-1,-1.0,-0.6,-0.2,-1,-4,-0.2,0.3
O=C(C1CCCN1S(=O)(=O)c1ccc(Cl)c(Cl)c1)N1CCOCC1 (stereo unspecified),-6,0.0,-3,4,-1.4,-1.2,-0.9,2,0,0.7,-1.1
CN(Cc1nc(-c2ccc(Cl)cc2)no1)C(=O)c1ccco1,-3,0.4,14,-2,1.9,-1.1,0.5,-3,-5,2.1,-0.1
Cc1ccc(NC(=S)N2CCC(NC(=O)C3CCCCC3)CC2)cc1C,10,-1.8,2,0,0.4,-0.5,-0.9,0,-1,0.2,0.2
NS(=O)(=O)c1ccc(NC(=O)COC(=O)CSc2n[nH]c(-c3ccccc3)n2)cc1,-5,0.8,28,-7,1.1,-0.9,-1.2,3,2,-1.8,-0.3
COCCn1c(SCc2ccc(C(=O)OC)o2)nnc1-c1c[nH]c2ccccc12,3,0.0,-5,-10,-1.1,-1.0,-0.7,1,3,0.3,-0.9
O=C(Nc1nccs1)c1cc(Cl)ccc1[N+](=O)[O-],-6,-0.5,-1,-1,2.5,-0.8,1.5,1,-3,1.6,-0.4
CCC[C@H]1[C@@H](NC(=O)c2ccc(Cl)cc2)CC[C@@]23CCCN2C(=O)CCC[C@@H]13,1,/,-14,-12,1.6,-0.6,-2.1,/,-5,/,/
Cc1ccc(-c2nn[nH]n2)cc1,8,-0.9,1,8,0.9,1.1*,4.3,-2,5,-2.3,-0.1
CCOc1ccc(NC(=O)CCc2c(C)nn(-c3ccc(N4CCCCC4)nn3)c2C)cc1,0,-0.4,3,-4,5.1,-1.0,1.1,1,13,3.7,2.7
Cc1cccc(N(Cc2ccccc2)C(=O)c2cc(S(=O)(=O)N3CCOCC3)ccc2Cl)c1,-5,-2.1,-6,0,-3.5,-1.6,-3.2,-1,5,0.3,-4.3
CNc1ccc(C(=O)OCC(=O)Nc2ccnn2C(C)C)cc1[N+](=O)[O-],5,-0.3,1,-7,1.8,-0.4,-0.5,3,2,1.9,0.4
CCOC(=O)CC(c1ccc(N)cc1)n1c(C)ccc1C (stereo unspecified),4,0.5,2,3,-0.5,-0.6,-0.9,0,-12,1.3,-0.1
O=S(=O)(c1ccc(Br)s1)n1cccn1,6,1.4,2,1,2.6,-0.8,0.0,5,4,1.6,-0.3
O=C(Nc1ncc2c(n1)-c1ccccc1OC2)c1cccc([N+](=O)[O-])c1,1,-0.2,-2,-4,-1.2,-0.9,-0.8,2,-50,0.8,-0.6

# Three of the compounds above, with two lines to a compound:
# Each structure is followed by: HGIII-sPLA2 inh, DAX1 inh-1, GC-A act, GC-B act, hgDAF12 agonist, ssDAF-12 act, hcDAF-12 act, SMARCA2 act, ADAM10 inh, FXN GAA850 act, DAX1 inh-2
CCOC(=O)CC(c1ccc(N)cc1)n1c(C)ccc1C (stereo unspecified)
    4, 0.5, 2, 3, -0.5, -0.6, -0.9, 0, -12, 1.3, -0.1
O=S(=O)(c1ccc(Br)s1)n1cccn1
    6, 1.4, 2, 1, 2.6, -0.8, 0.0, 5, 4, 1.6, -0.3
O=C(Nc1ncc2c(n1)-c1ccccc1OC2)c1cccc([N+](=O)[O-])c1
    1, -0.2, -2, -4, -1.2, -0.9, -0.8, 2, -50, 0.8, -0.6

# Arranged by the number under GC-B act (rising): three of the compounds above
SMILES,HGIII-sPLA2 inh,DAX1 inh-1,GC-A act,GC-B act,ssDAF-12 act,hcDAF-12 act,SMARCA2 act,ADAM10 inh,FXN GAA850 act,DAX1 inh-2
CCC[C@H]1[C@@H](NC(=O)c2ccc(Cl)cc2)CC[C@@]23CCCN2C(=O)CCC[C@@H]13,1,/,-14,-12,-0.6,-2.1,/,-5,/,/
Cc1ccc(NC(=S)N2CCC(NC(=O)C3CCCCC3)CC2)cc1C,10,-1.8,2,0,-0.5,-0.9,0,-1,0.2,0.2
O=S(=O)(c1ccc(Br)s1)n1cccn1,6,1.4,2,1,-0.8,0.0,5,4,1.6,-0.3

# hcDAF-12 act, what is marked active above
Structure | HGIII-sPLA2 inh | DAX1 inh-1 | GC-A act | GC-B act | ssDAF-12 act | hcDAF-12 act | SMARCA2 act | ADAM10 inh | FXN GAA850 act | DAX1 inh-2
Cc1ccc(-c2nnc(NC3CCCC3)s2)cc1 | 0 | 3.6 | 0 | 3 | 0.0 | 9.2* | 4 | -36 | 4.7 | 2.2

# The listing continues.
SMILES,HGIII-sPLA2 inh,DAX1 inh-1,GC-A act,GC-B act,hgDAF12 agonist,ssDAF-12 act,hcDAF-12 act,SMARCA2 act,ADAM10 inh,FXN GAA850 act,DAX1 inh-2
CC(C)(C)OC(=O)N1CCC(NC(=O)c2nc[nH]c2C(=O)N2CCN(C(=O)OC(C)(C)C)CC2)CC1,2,-0.5,2,2,-0.4,-1.1,-1.0,-1,2,-0.5,0.2
Cc1c(C(=O)Nc2ccccc2)csc1-c1ccccc1,12,0.5,-7,2,20*,1.7*,8.1*,2,1,8.5*,6.0*
CCN(CC)C(=O)c1ccc2nc3ccccc3nc2c1,2,1.9,3,2,3.8,-0.5,0.8,3,-11,4.1,0.0
CCNC(=O)C1(C)CCCN1C(=O)c1c(F)cccc1F (stereo unspecified),7,/,1,1,-1.2,-1.3,-2.2,1,2,2.0,-0.1
COc1ccc2[nH]c3c(c2c1)CCN1C(=O)N([C@@H](C)C(=O)NCc2ccc(F)cc2)C(=O)[C@]31C,-34,-0.8,-11,-17,-0.3,-1.9,0.0,1,-10,-2.6,-0.8
Cc1ccc(NC(=O)CCN2C(=O)C3C4CCC(C4)C3C2=O)cc1[N+](=O)[O-] (stereo unspecified),1,1.0,0,5,-0.1,-1.4,-0.6,-2,-4,3.8,-0.7
CC(Oc1ccc(Cl)cc1Cl)C(=O)NNC(=O)[C@@H]1CCCC[C@@H]1C(=O)O (stereo partly specified),-2,1.6,7,4,-1.7,-0.6,-0.8,-1,-3,0.9,-0.9
CCOC(=O)CNC(=O)N(C)[C@H]1C[C@H]2c3[nH]c4ccccc4c3CCN2C[C@H]1[C@H](C)O,-5,/,3,6,-0.2,0.3,1.7,0,-125,/,1.7
COc1ccc(-n2c(=O)c3c(C)c(C)sc3n(Cc3ccc(F)cc3)c2=O)c(OC)c1,-6,-0.9,-1,10,0.6,-1.5,-2.5,0,13,-2.2,-0.1
Cc1nc(NC(=O)CSc2nnc(C3CC3)n2C)sc1C,1,2.7,-2,-2,1.2,-1.4,-0.4,-1,4,-0.2,-0.2
OC1(c2ccccc2)CCN(Cc2ccccc2)C2CCCCC21 (stereo unspecified),15,-0.9,-4,-9,8.7,-1.4,-1.0,-5,-1,-5.2,-0.9
CN1C(=O)CSC1=Nc1ccc(F)cc1,16,1.4,2,-1,0.8,-0.3,-0.6,-2,-20,-0.5,0.8
COC(=O)CON1C(=O)c2ccccc2C1=O,5,-0.9,0,4,0.1,-1.8,0.1,-2,-2,-1.3,0.2
Cn1nnnc1SCC(=O)Nc1nc2c(F)c(F)c(F)cc2s1,-1,-0.9,8,5,1.7,-0.9,0.2,5,-2,0.8,-0.5
COc1cc(OC)cc(C(=O)N[C@H](C(=O)OCC(=O)Nc2cccc(F)c2)C(C)C)c1,-8,0.6,-1,-3,0.5,-1.4,-0.4,6,10,-2.5,-2.0
